# RAD54 branch: inhibitors of human RAD54 branch migration, primary screen, biochemical, fluorescence, single point; AID 602329, 2012; DNA repair and recombination protein RAD54-like (Homo sapiens), Q92698; actives 0.14% (n = 360,000); RAD54 Holliday junction branch migration, FAM/BHQ fluorescence; inhibition, % at 10.4 µM;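 active = mean normalized replicate activity at least 40 and at least half of replicates scoring 40 or more; inconclusive = only one of the two criteria met; inactive = mean below 40 and under half of replicates reaching 40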;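 note: 0% = median of neutral control wells and 100% = median of positive control wells; inhibitors cause a drop in the FAM fluorescence signal; in these data hits start at about 50%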
# CFTR F508del cor: F508del CFTR correction, initial screen, CFBE line, single point. CFBE cells, YFP halide quenching; stimulated with forskolin plus potentiator P3; % fluorescence drop versus neutral controls. activity (quench increase), % at 7.58 µM. actives 0.36% (n = 350,000). AID 720511, 2013;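 active = mean added fluorescence quench of at least 8% versus neutral control, with both replicates also reaching 8%; inconclusive = only one of the mean or replicate conditions met; inactive = mean below 8% and not both replicates reaching 8%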;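 note: cells transiently co-express mutant CFTR-F508del with the halide-sensitive YFP; corrector assay measuring rescue of mutant channel to the surface after 24 h compound exposure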
# RAD52 anneal inh: RAD52 DNA annealing inhibitors, primary screen, biochemical, FRET, single point, set 2 | inhibition, % at 18.7 µM | recombinant RAD52 DNA annealing, FRET fluorescence | actives 0.46% (n = 360,000) | AID 651710, 2012;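 active = every replicate showing at least 50% inhibition; inconclusive = mean inhibition at least 50% but not in every replicate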
# DENV2 CPE rescue: inhibitors of DENV2 cytopathic effect, primary screen, cell-based, plate reader, single concentration; CPE inhibition, % at 9.99 µM; DENV2-infected cells, cytopathic effect rescue; actives 1.7% (n = 350,000); in the data active = CPE inhibition above about 20%, passing the limit was not always enough; inconclusive = no clear call, values can overlap the other calls; tested in BHK-21 cells;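 note: 0% = median of neutral control wells and 100% = median of positive control wells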
# CASP6 VEID inh: human caspase-6 inhibitors, primary screen, biochemical, VEID-R110 fluorescence, single point, set 2; actives 0.53% (n = 350,000); purified caspase-6, Z-VEID-R110 cleavage fluorescence; inhibition, % at 12.5 µM; P55212;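 active = mean inhibition across replicates at least about 35%, with every replicate also reaching that limit, limit read from the data; inconclusive = only one of the two criteria met; inactive = neither criterion met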;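 note: 0% = median of neutral control wells and 100% = no fluorescence left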
# Target sequence (P55212 24-179 limits assumed): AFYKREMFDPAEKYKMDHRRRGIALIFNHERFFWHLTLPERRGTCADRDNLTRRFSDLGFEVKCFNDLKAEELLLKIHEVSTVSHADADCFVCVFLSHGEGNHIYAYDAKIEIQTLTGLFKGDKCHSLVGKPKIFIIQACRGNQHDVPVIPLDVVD
# Target sequence (P55212 194-293 limits assumed): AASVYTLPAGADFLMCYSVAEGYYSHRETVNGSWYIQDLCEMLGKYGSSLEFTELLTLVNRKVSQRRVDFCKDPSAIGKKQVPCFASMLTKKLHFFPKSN
# Xi reactivation: activators of inactive X chromosome reactivation, primary screen, imaging, XiGFP fibroblasts, GFP high-content imaging, set 2; XiGFP mouse fibroblasts, % GFP-positive cells imaging, 3 d; cells co-treated with 5-aza-dC sensitizer; scaled so ellipticine positive control = 100%; activation, % at 7.58 µM; actives 0.055% (n = 360,000);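 active = mean normalized replicate activation at least 10% and every replicate at or above 10%; inconclusive = only one of the two criteria met; inactive = mean below 10% and not all replicates reach 10%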;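 note: 0% = median of on-plate neutral control wells and 100% = ellipticine 6 µM median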
#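 Schedule: 3 d treatment, 15 min room-temperature fixation; system: 68-5-11 XiGFP fibroblast line; buffer or medium: DMEM plus 5-aza-dC sensitizer; control set: ellipticine 6 µM positive control; compound: one concentration, pinned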
# GSIS activator: GLuc luminescence reporter in INS-1E cells, primary screen for activators of glucose-dependent secretion of insulin; actives 0.61% (n = 370,000); activation, % at 16.6 µM; AID 743287, 2014; INS-1E GLuc reporter insulin secretion, 2-3 h;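 active = lowest replicate activation of at least 40%, so every replicate reaches that level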;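 note: 0% = median of neutral control wells and 100% = median of IBMX positive control wells; some compounds called inactive have numbers as strong as hits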
# E-selectin induc: E-selectin induction in HUVECs, primary screen, imaging, HUVEC, immunofluorescence imaging, single point; P16581; normalized: neutral wells 0, TNF-alpha wells 100; activation, % at 7.58 µM; actives 0.37% (n = 260,000); AID 686992, 2013;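 active = mean E-selectin-positive cell signal at least 10% of the positive control, reached in at least 60% of replicates, without over 20% cell loss; inconclusive = no rule given, readout overlaps actives, possibly toxicity-flagged; inactive = the rest, including those meeting only one limit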;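 note: in these data hits start at about 27%; measured in HUVEC primary endothelial cells; signal is the percent of cells scored E-selectin positive by PE staining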
# Target sequence (P16581 whole entry, looked up): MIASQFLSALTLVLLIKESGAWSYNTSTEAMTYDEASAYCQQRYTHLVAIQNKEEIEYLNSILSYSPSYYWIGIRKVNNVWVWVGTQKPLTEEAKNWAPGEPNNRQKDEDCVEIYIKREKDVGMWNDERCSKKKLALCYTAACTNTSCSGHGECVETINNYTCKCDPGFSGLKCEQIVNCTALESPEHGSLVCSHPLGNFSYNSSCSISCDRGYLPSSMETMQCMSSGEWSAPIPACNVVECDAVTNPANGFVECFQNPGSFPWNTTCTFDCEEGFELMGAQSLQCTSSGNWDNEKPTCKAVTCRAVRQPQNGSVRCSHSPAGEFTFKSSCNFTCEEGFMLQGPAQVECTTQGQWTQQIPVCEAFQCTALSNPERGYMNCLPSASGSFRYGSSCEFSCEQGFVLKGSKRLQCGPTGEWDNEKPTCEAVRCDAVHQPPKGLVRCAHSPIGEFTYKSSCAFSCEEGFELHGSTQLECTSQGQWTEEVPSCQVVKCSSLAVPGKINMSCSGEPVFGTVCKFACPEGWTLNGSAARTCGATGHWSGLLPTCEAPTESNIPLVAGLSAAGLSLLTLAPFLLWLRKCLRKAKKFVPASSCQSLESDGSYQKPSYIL
#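 Assay system: HUVEC, human umbilical vein endothelial cells / Amount: 3,000 HUVEC/well / Controls: TNF-alpha positive control, DMSO neutral control / Compound dosing: single concentration / Medium: EGM-2 over gelatin coat / Evaluation: percent E-selectin-positive cells / Signal: immunofluorescence imaging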
# * = called active by the depositor; ? = inconclusive; · = no result given.
Compound	RAD54 branch	CFTR F508del cor	RAD52 anneal inh	DENV2 CPE rescue	CASP6 VEID inh	Xi reactivation	GSIS activator	E-selectin induc
CCNC(=O)[C@@H]1[C@@H](CO)[C@@H]2Cn3c(ccc(-c4ccc(OC)cc4)c3=O)[C@H]1N2S(C)(=O)=O	2	-1.7	5	-3	-1	0.5	9	0.6
CC(C)NC(=O)N(C)C[C@H]1OCc2ccccc2-c2c(n(C)c3ccccc23)C(=O)N([C@H](C)CO)C[C@@H]1C	6	1.5	8	-7	-1	0.0	16	-0.1
CC(C)c1c(C(=O)N/N=C/c2ccco2)nnn1-c1nonc1N	4	-1.4	-15	?	-2	0.0	-2	·
O=C(CCCN=C1NS(=O)(=O)c2ccccc21)OCc1cc([N+](=O)[O-])cc2c1OCOC2	·	-2.8	-3	-6	0	0.0	-9	3.1
COc1ccc(C2CC(c3ccccc3O)=NN2c2ccccc2)cc1 (stereo not given)	·	0.4	-4	3	-2	0.3	-4	14
O=C(Nc1nnc(C2CC2)s1)c1cc2ccccc2o1	-8	-1.9	-21	-4	-4	0.1	35	1.9
O=C(Nc1ccncc1)C1CC(=O)N(c2ccccc2)C1 (stereo not given)	-6	-1.6	-10	14	0	0.3	11	·
COc1ccc(N(C)S(=O)(=O)c2ccc(Cl)c(C(=O)NNC(=O)c3ccccc3O)c2)cc1	-1	0.1	-12	-1	8	0.6	-20	-0.2
C[C@H](CO)N1C[C@H](C)[C@H](CN(C)S(=O)(=O)c2cn(C)cn2)Oc2cc(C3=CCCC3)ccc2S1(=O)=O	-7	-0.9	9	-3	0	-0.1	10	0.1
CO[C@@H](CN(C)Cc1ccc2c(c1)OCO2)[C@@H](C)CN(C(=O)c1ccccc1)[C@H](C)CO	8	3.7	-11	?	-3	0.0	7	-0.1
Clc1ccc(-c2csc(N3CCCCCC3)n2)cc1	3	-1.3	-5	-2	14	0.1	·	-0.1
c1ccc(CCNc2nc(-c3cccnc3)cs2)cc1	-2	1.4	-23	1	-2	·	-4	·
COc1ccccc1C1C(C(N)=O)=C(C)Nc2nc(-c3ccccc3Cl)nn21 (stereo not given)	6	0.9	4	-2	-2	0.1	10	0.1
CCN(CC)CCOC(=O)c1ccc(NC(=O)CNC(=O)c2ccccc2)cc1	·	3.0	15	0	-7	0.3	8	0.1
COc1ccc(N2CCN(S(=O)(=O)c3ccc4oc(=O)ccc4c3)CC2)cc1	-1	-0.6	19	4	-3	0.0	7	0.0
COc1ccc(S(=O)(=O)Nc2cccc3c2O[C@@H](CN(C)Cc2ccncc2)[C@H](C)CN([C@@H](C)CO)C3=O)cc1	17	0.0	9	?	-1	0.1	-3	-0.1
C[C@H](CO)N1C[C@H](C)[C@@H](CN(C)C(=O)CN(C)C)Oc2ncc(/C=C/c3ccccc3)cc2C1=O	3	2.5	-27	2	-1	-1.1	6	0.3
CC(C)NC(=O)N(C)C[C@H]1Oc2ncc(C#Cc3ccc(F)cc3)cc2C(=O)N([C@@H](C)CO)C[C@H]1C	1	-0.7	25	1	-2	-0.7	-15	0.0
CC(C)NC(=O)N(C)C[C@H]1Oc2ncc(C3=CCCCC3)cc2C(=O)N([C@@H](C)CO)C[C@@H]1C	4	0.7	21	-7	-4	3.5	-10	-0.1
CSc1ccc(CN2CCC2(C)C(=O)Nc2cccc(NS(C)(=O)=O)c2)cc1 (stereo not given)	1	-1.7	-10	-5	41*	-0.1	·	0.1
Cc1noc(C)c1S(=O)(=O)N(C)C[C@@H]1OCc2ccccc2-c2c(n(C)c3ccccc23)C(=O)N([C@@H](C)CO)C[C@@H]1C	-2	2.0	14	-5	-1	-0.1	-4	-0.3
COC(=O)c1ccc(N2NC(=O)/C(=C/c3ccc(-c4ccc(Cl)c(C(=O)O)c4)o3)C2=O)cc1	·	-0.5	20	-5	58*	0.0	-7	·
CSCCC(NC(=O)c1ccccc1)C(=O)NCCc1ccc2c(c1)OCCO2 (stereo not given)	-2	-3.3	12	2	-4	-0.5	-14	-1.3
O=C(NCC1OCCCN1S(=O)(=O)c1cc(F)ccc1F)C(=O)NC1CCCCC1 (stereo not given)	·	1.0	-15	1	-5	0.0	-1	·
O=C(CCN1C(=O)S/C(=C\c2ccccc2)C1=O)Nc1ccc(O)cc1C(=O)O	-6	-1.0	0	0	16	0.3	·	·
Cc1cccc(OCCNC(=S)NC(=O)c2cncc(Br)c2)c1	-3	-0.3	-17	-5	-1	0.3	63	·
COCC(=O)N1CC[C@@H]2[C@@H](CO)N(C)c3ccc(-c4cccc(F)c4)cc3[C@@H]21	-5	0.0	-17	-9	·	0.1	-17	-0.1
Cn1nccc1-c1ccc(C(=O)NCc2ccco2)c2occc12	-1	-1.2	-20	-11	3	-0.1	·	-0.2
O=S(=O)(c1ccccc1F)N1CCCCN2[C@H](C1)[C@H](c1ccc(-c3ccccc3)cc1)[C@@H]2CO	-2	-4.5	-9	16	-1	0.0	6	-0.7
CCOc1ccccc1NC(=O)C1CCCN(c2c(CC)c(C)nc3ncnn23)C1 (stereo not given)	-2	0.9	-24	9	3	0.2	4	·
C[C@H](CO)N1C[C@H](C)[C@H](CN(C)C(=O)c2ccccc2)OCCCC[C@H](C)Oc2ccc(NC(=O)CCC(F)(F)F)cc2C1=O	-3	-2.1	10	-3	-2	0.2	13	0.0
Cc1ccc2c(C)c(C(=O)N3CCN(c4ccncc4)CC3)oc2c1C	32	-1.3	42	10	-22	-0.1	-8	-0.3
Cc1c[n+](CC(=O)c2ccccc2)c(C)cn1	-14	-0.4	-16	3	6	0.1	-2	·
CCc1ccc(C(=O)COC(=O)C2=NN(c3ccccc3)C(=O)CC2)cc1	5	0.1	-11	-8	2	0.0	1	·
CCOc1ccc(S(=O)(=O)N2CCC(C(=O)Nc3cc(S(C)(=O)=O)ccc3Cl)CC2)cc1	-14	-2.5	-10	2	-111	0.0	·	·
CCC(=O)N(C)C[C@@H]1Oc2ncc(Br)cc2C(=O)N([C@H](C)CO)C[C@@H]1C	3	-3.2	21	-8	-3	-0.3	27	0.0
CCOC(=O)N1CCC(NC(=O)c2ccc3c(c2)N(CC)CCS3)CC1	1	1.0	-19	9	0	0.3	·	0.0
CC(=O)N1CC2(C1)[C@H](c1ccc(-c3ccc(C#N)cc3)cc1)[C@H](CO)N2CCC(F)(F)F	·	3.2	-18	33*	1	0.2	-4	-0.3
O=C(Cn1cc2c(n1)CCCCC2)NC1CCN(Cc2ccccc2)CC1	-6	-3.6	-23	7	-18	0.3	-7	-0.1
CC(C)C#Cc1ccc2c(c1)O[C@H](CN(C)C(=O)c1ccccc1)[C@H](C)CN([C@@H](C)CO)S2(=O)=O	0	-2.5	2	7	-1	-0.4	-2	-0.1
C=CCN1C(=O)N/C(=C/c2ccc(N3CCOCC3)o2)C1=O	·	0.5	-17	0	-1	0.0	-16	·
COc1cc2c(cc1OC)C(=O)NCC(C)(C)O2	-1	-1.1	4	-3	-1	0.0	-4	2.1
CCn1c(-c2ccccc2SC)n[nH]c1=S	·	0.1	-26	-6	9	0.0	7	0.0
COc1ccccc1S(=O)(=O)N[C@H]1CC[C@H](CCn2cc(C3CCCCC3)nn2)O[C@H]1CO	4	-1.1	4	1	2	0.1	-21	-0.2
O=C(/C=C/[C@H]1O[C@@H](n2ccc(=O)[nH]c2=O)[C@H](O)[C@@H]1O)N1CCN(Cc2ccc(F)cc2)CC1	-11	0.9	2	-1	10	-0.1	2	0.2
CCCNC(=O)N(C)C[C@@H]1Oc2ncc(-c3ccc(OC)cc3)cc2C(=O)N([C@H](C)CO)C[C@@H]1C	-9	2.1	3	11	0	-1.1	7	0.0
COC(=O)c1ccc(-n2c(C)nc(=O)c(-c3ccccc3)c2C)cc1	·	-2.3	-12	·	4	·	-6	·
CC#CC(=O)N1CCC(C(=O)Nc2ccc(Oc3ccccc3)nc2)CC1	11	-0.3	0	15	2	0.0	-9	0.0
C=C(C)C(=O)Nc1cccc(C2=NOC3(C2)C[C@H](C(N)=O)N(C(=O)c2ccccc2C(=O)c2ccccc2)C3)c1 (stereo not given in full)	0	-1.7	-1	8	63*	0.0	·	-0.2
O=S(=O)(Cc1ccc(Cl)cc1)Oc1ccc(Cl)cc1	-13	-2.6	-7	-1	-3	0.0	·	-0.6
CCC(C)C(=O)Nc1nc(C)c(-c2csc(Nc3ccccc3OC)n2)s1 (stereo not given)	-10	4.2	-11	-4	·	0.2	0	-0.7
CO[C@@H]1CN(C)C(=O)c2cc(NC(=O)Nc3ccc(Cl)cc3)ccc2OC[C@@H](C)NC[C@@H]1C	12	-2.2	27	0	2	0.3	-7	-0.1
C[C@H]1CN([C@@H](C)CO)C(=O)c2cc(-c3cncnc3)cnc2O[C@H]1CN(C)C(=O)c1cccc(F)c1	-6	0.3	-8	5	3	-0.9	1	-0.3
CC(=O)c1ccc(N2CCN(c3ccnc4cc(Cl)ccc34)CC2)cc1	-10	1.2	-18	9	-1	0.4	13	40*
O=C(C[C@H]1C=C[C@@H](NC(=O)NC2CCCC2)[C@H](CO)O1)NCc1ccc(F)cc1	1	-1.7	3	-3	3	0.0	0	-0.1
Cn1c(Cl)c(/C=N/OC(=O)C2CC2)c2ccccc21	·	-0.9	-14	-1	-2	0.5	-10	1.6

# Some of the entries so far, with two lines to a compound:
# Values run as follows: RAD54 branch, CFTR F508del cor, RAD52 anneal inh, DENV2 CPE rescue, CASP6 VEID inh, Xi reactivation, GSIS activator, E-selectin induc
O=C(C[C@H]1C=C[C@@H](NC(=O)NC2CCCC2)[C@H](CO)O1)NCc1ccc(F)cc1
    1, -1.7, 3, -3, 3, 0.0, 0, -0.1
CO[C@@H]1CN(C)C(=O)c2cc(NC(=O)Nc3ccc(Cl)cc3)ccc2OC[C@@H](C)NC[C@@H]1C
    12, -2.2, 27, 0, 2, 0.3, -7, -0.1
O=C(/C=C/[C@H]1O[C@@H](n2ccc(=O)[nH]c2=O)[C@H](O)[C@@H]1O)N1CCN(Cc2ccc(F)cc2)CC1
    -11, 0.9, 2, -1, 10, -0.1, 2, 0.2
C=C(C)C(=O)Nc1cccc(C2=NOC3(C2)C[C@H](C(N)=O)N(C(=O)c2ccccc2C(=O)c2ccccc2)C3)c1 (stereo not given in full)
    0, -1.7, -1, 8, 63*, 0.0, ·, -0.2
CCCNC(=O)N(C)C[C@@H]1Oc2ncc(-c3ccc(OC)cc3)cc2C(=O)N([C@H](C)CO)C[C@@H]1C
    -9, 2.1, 3, 11, 0, -1.1, 7, 0.0

# Screening data deposited in PubChem BioAssay by Broad Institute.
